High-throughput results as filed in PubChem BioAssay.
SMN2 splice up: increases expression of the SMN2 splice variant. 2.8% of 210,000 active. Potency, µM (top dose mostly 46.1 µM), for the others: at the highest dose activity change, positive = activation, hits mostly activators. AID 1458. HEK293 SMN2-luciferase splicing reporter, luminescence, 30-36 h; note: % of control where 0% means no effect; nearly all actives have a fitted effect of over 55% in size
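HEK293 cells carry an SMN2 minigene-luciferase reporter in which exon 7 inclusion puts luciferase in frame. Cells were seeded at 2000 cells/well, attached for 10-12 hours, then exposed to compounds for 30-36 hours at 37C before ONE-Glo luminescence.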
L3MBTL1 block: L3MBTL1 (human) inhibition; Q9Y468; AlphaScreen L3MBTL1–H3K9me1 peptide binding; Potency, µM (series often up to 57.1 µM), for the others: at the highest dose activity, negative = inhibition, actives largely listed as inhibitors; 0.66% of 230,000 active; note: % is set by controls: 0 for no effect and ±100 for the full control effect; nearly all actives have a fitted effect of over 60% in size
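L3MBTL1 (50 nM) pre-complexed 30 min with biotinylated H3(1-15)K9me1 peptide (75 nM), then compounds added for 30 min at room temperature; AlphaScreen streptavidin donor/nickel chelate acceptor beads (10 ug/mL final) read after 30 min dark incubation.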
Luc counter: blocks Kinase-Glo luciferase, a counter-screen artifact; Q27757; Kinase-Glo luciferase, ATP luminescence, 8 min; Potency, µM (top dose mostly 38.3 µM), for the others: at the top dose activity change, negative = inhibition, hits mostly inhibitors; 0.28% of 200,000 active; AID 1379; note: % is set by controls: 0 for no effect and ±100 for the full control effect; nearly all actives have a fitted effect of over 60% in size
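Luminescence was the read-out, taken after 8-minute incubation at ambient temperature. Luciferase turned over luciferin with 10 uM ATP in imidazole pH 7.2 buffer containing KCl, MgCl2, Tween 20 and BSA.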
LMNA splice mod: modulators of lamin A splicing | HeLa LMNA splicing GFP/RFP minigene ratio, 48 h | Potency, µM (doses to about 46.1 µM), inactives show top-dose ratio change, negative = inhibition, actives largely listed as inhibitors | 0.01% of 200,000 active; active = well fitted inhibition curve with a large enough effect in the signal ratio, with a control signal flat, not every such curve was filed as active; inconclusive = small, poorly fitted or top-dose-only effect, or effect the other way, or a change in a side signal; the % refers to the signal ratio; note: % is set by controls: 0 for no effect and ±100 for the full control effect
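S3 HeLa cells stably expressing lamin A-EGFP splicing minigene plus DsRed2, 600 cells/well, 48 h compound exposure at 37C. Laser-scanning cytometry; analysed as GFP (500-530 nm)/RFP (575-640 nm) total intensity ratio; 0.5% DMSO vehicle.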
ALDH1A1 inh: ALDH1A1 (human) enzyme inhibition; 7.3% of 220,000 active; Purified ALDH1A1, NADH fluorescence, propionaldehyde substrate; Potency, µM (doses to about 75.3 µM), for inactives: at the highest dose activity, negative = inhibition, actives largely listed as inhibitors; AID 1030; active = well fitted inhibition curve with a large enough effect, not every such curve was filed as active; inconclusive = small, poorly fitted or top-dose-only effect, or another doubt; inactive = no such curve, though single readings can be large or run the other way;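 note: plate controls were no enzyme wells and a reference inhibitor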
Target sequence (P00352 whole entry, looked up): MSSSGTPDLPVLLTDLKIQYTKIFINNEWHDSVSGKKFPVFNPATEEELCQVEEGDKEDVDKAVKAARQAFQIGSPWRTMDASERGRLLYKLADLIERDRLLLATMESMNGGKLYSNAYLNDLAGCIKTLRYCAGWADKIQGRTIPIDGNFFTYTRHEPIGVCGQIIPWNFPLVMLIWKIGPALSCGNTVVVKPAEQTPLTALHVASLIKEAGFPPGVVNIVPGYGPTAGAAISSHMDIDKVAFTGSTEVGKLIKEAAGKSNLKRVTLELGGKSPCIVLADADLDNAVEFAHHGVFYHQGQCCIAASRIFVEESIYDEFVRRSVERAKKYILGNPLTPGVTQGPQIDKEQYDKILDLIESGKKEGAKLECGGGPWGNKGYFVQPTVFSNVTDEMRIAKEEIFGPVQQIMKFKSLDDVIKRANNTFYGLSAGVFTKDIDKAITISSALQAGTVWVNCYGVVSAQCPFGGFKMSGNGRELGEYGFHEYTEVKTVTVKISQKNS
Tau fibril ThT: tau fibrillization inhibition (ThT binding) | P10636 | recombinant tau K18 P301L, heparin-induced fibrillization, ThT fluorescence | Potency, µM (series often up to 57.4 µM), for inactives: at the top dose activity, negative = inhibition, hits mostly inhibitors | 2.1% of 270,000 active; note: % is set by controls: 0 for no effect and ±100 for the full control effect; nearly all actives have a fitted effect of over 55% in size
Target sequence (P10636 561-689 P618L limits assumed): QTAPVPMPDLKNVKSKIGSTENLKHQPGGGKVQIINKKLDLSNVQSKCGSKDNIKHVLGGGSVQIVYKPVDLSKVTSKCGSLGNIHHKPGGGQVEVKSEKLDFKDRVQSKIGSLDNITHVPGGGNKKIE
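ThT emission at 510 nm, taken 1 hr after adding 30 uM dye, quantifies aggregates formed when 20 uM heparin acts on human tau K18 P301L for 6 hr at 37 C.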
RECQ1 helicase: blocks DNA unwinding by human RECQ1 | P46063 | RECQ1 DNA unwinding, red fluorescence kinetic read | Potency, µM (doses to about 57.3 µM), without a hit: at the top dose activity, negative = inhibition, most hits filed as inhibitors | 0.54% of 240,000 active;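 note: plate controls were vehicle for no effect and no enzyme for full effect; nearly all actives have a fitted effect of over 30% in size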
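RECQ1T1 50 nM; forked duplex (20 bp + 30-nt ss tails) 200 nM, ATP 2 mM final; pH 8.0, 2 mM MgCl2, 2.5 ug/ml poly(dI-dC); 15 min compound preincubation; discontinuous kinetic read over 2 h at RT.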
JMJD2E inh: inhibitors of human JMJD2E histone demethylase; B2RXH2; JMJD2E catalytic domain, FDH-coupled NADH fluorescence (FDH is formaldehyde dehydrogenase); Potency, µM (doses to about 57.1 µM), for the others: at the top dose activity change, negative = inhibition, actives largely listed as inhibitors; 1.6% of 230,000 active; active = well fitted inhibition curve with a large enough effect, not every such curve was filed as active; inconclusive = small, poorly fitted or top-dose-only effect, or another doubt; inactive = no such curve, though single readings can be large or run the other way;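 note: 0% = wells with enzyme and -100% = buffer wells without enzyme; nearly all actives have a fitted effect of over 50% in size; many of its hits are not listed in these tables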
Target sequence (B2RXH2 1-337 limits assumed): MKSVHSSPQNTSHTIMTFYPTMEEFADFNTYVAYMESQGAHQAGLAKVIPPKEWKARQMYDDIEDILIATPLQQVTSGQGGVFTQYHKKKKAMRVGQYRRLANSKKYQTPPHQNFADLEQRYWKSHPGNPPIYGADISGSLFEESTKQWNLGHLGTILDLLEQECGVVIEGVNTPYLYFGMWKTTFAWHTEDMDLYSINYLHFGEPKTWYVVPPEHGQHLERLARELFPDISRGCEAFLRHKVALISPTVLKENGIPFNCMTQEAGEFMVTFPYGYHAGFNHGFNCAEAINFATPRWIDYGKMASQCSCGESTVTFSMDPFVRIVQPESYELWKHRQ
Numbers without * were called inactive; i = inactive; ? = inconclusive; · = no result given; [ ] = another dose, or the depositor's remark. Unless noted, calls come from the whole dose curve; as a rule, active = well fitted curve in the direction sought with a large enough effect; inconclusive = small, poorly fitted or top-dose-only effect, or another doubt; inactive = no such curve, though single readings can be large; an effect the other way counts as inactive or inconclusive. Potency is the fitted concentration of half-maximal effect.

Fields: SMN2 splice up | L3MBTL1 block | Luc counter | LMNA splice mod | ALDH1A1 inh | Tau fibril ThT | RECQ1 helicase | JMJD2E inh
CCn1c(N2CCN(CC(=O)c3c(C)n(C)c4ccccc34)CC2)nc2c1c(=O)[nH]c(=O)n2C
→ 11% | 3% | -4% | -4% | ? | -12% | -3% | 5%
Cc1cc(Sc2nnc(N)s2)c2ccccc2n1
→ · | -12% | · | · | -5% | 0% | 1% | -4%
COc1ccccc1NC(=O)Nc1c(C)nn(C)c1C
→ 5% | · | 0% | 1%[46 µM] | 7% | -3% | i | -4%
CC(C)(C)c1ccc(C(=O)NN2C(=O)CSC2=S)cc1
→ · | -13% | · | · | ? | ? | -1% | 5%
COc1ccc2[nH]c3nc(SCc4nnc(-c5ccccc5)o4)nnc3c2c1
→ -47%[inhibitor] | -6% | -2% | ? | 17% | -18% | i | -6%
O=C(CN1c2ccccc2Sc2ccccc21)NNC(=S)Nc1ccc(Cl)cc1Cl
→ -28% | -6% | 0% | ? | ? | ? | 0% | 14%
NC(=O)CSc1nnc(-c2ccc(S(=O)(=O)N3CCCC3)cc2)n1Cc1ccco1
→ -3% | 7% | 1% | 10% | ? | 4% | -3% | 6%
O=[N+]([O-])c1ccc(/C=N/NC(=S)Nc2ccccc2C(F)(F)F)o1
→ -7% | 3% | 2% | -16% | ? | ? | -4% | -5%
Nc1nc(Nc2ccc(Cl)cc2)nc(NCc2ccco2)c1[N+](=O)[O-]
→ · | -9% | · | · | · | ? | 16µM* | -1%
O=C(Cc1cccs1)NCc1ccncc1
→ 2% | 3% | -1% | 5% | -8% | 6% | -7% | 10%
CCOC(=O)C(C)c1ccc2cc(OC)ccc2c1 (configuration not stated)
→ -2% | 24% | -1% | 18%[0.0737 µM] | 2% | -15% | i | 1%
Cc1cc(C(=O)COC(=O)CNS(=O)(=O)c2ccc3ccccc3c2)c(C)n1-c1ccccc1
→ 7% | -17% | 2% | ? | -15% | 0% | -8% | -1%
Cc1ccccc1NC(=S)N(C)CCc1ccccn1
→ 10% | 1% | 2% | -7% | 11% | 3% | -9% | 7%
O=C(C1=C[C@H](c2ccc3c(c2)OCO3)C[C@H](OCCCCO)O1)N1CCOCC1
→ · | 50%[activator] | · | · | ? | ? | -11% | ?
Nc1cnc(Br)cc1Br
→ -7% | 6% | 1% | 8% | 6% | 2% | 9% | -3%

Shown as a hit in RECQ1 helicase, among the entries above:
canonical_smiles | L3MBTL1 block | LMNA splice mod | ALDH1A1 inh | Tau fibril ThT | RECQ1 helicase | JMJD2E inh
Nc1nc(Nc2ccc(Cl)cc2)nc(NCc2ccco2)c1[N+](=O)[O-] | -9% | · | · | ? | 16µM* | -1%

Other structures.
Fields: SMN2 splice up | L3MBTL1 block | Luc counter | LMNA splice mod | ALDH1A1 inh | Tau fibril ThT | RECQ1 helicase | JMJD2E inh
COc1cccc(-n2c(SCC(N)=O)nnc2-c2c[nH]c3ccccc23)c1
→ 16% | · | 2% | -6% | -4% | -20% | -8% | 10%
CCOC(=O)N1CCN(C(=O)c2nn(-c3cc(OC)cc(OC)c3)c(=O)c3ccccc23)CC1
→ -1% | 4% | 2% | -6% | 7% | 5% | -16% | 1%
Cc1cc(NC(=O)Cc2ccccc2)c2ccccc2n1
→ -101%[inhibitor] | · | -3% | 15%[46 µM] | -5% | -7% | -2% | 3%
CCCC(=O)OCCNc1cc(SCCC(=O)OC)c2nonc2c1[N+](=O)[O-]
→ 8% | -11% | 1% | ? | 10µM* | -1% | -2% | -2%
Cc1cc(S(=O)(=O)N2CCN(Cc3ccc4c(c3)OCO4)CC2)cc(C)c1N1CCCC1=O
→ -89%[inhibitor] | 8% | 3% | ? | -9% | -6% | 1% | -4%
COC(=O)CSc1nc(N)c(NC(=O)c2ccc(OC)c(OC)c2)c(=O)[nH]1
→ ? | 8% | 1% | 0% | -8% | -11% | -8% | -4%
O=C(Nc1ccc(Cl)c(Cl)c1)Nc1ccccc1NS(=O)(=O)c1cccs1
→ -14% | -7% | -3% | ? | 8% | ? | -27% | 0%
COC(=O)c1[nH]c2ccc(F)cc2c1NC(=O)CCN1CC(C)OC(C)C1 (configuration not stated)
→ 1% | -2% | 2% | ? | ? | 2% | 1% | 10%
CCOc1ccc(C(=O)NCC(=O)N2CCC(C)CC2)cc1OCC
→ 3% | -18% | -1% | ? | 8% | -8% | -12% | -5%
CCN(CC)c1ccc(C(=O)O)cc1
→ 1% | 0% | 1% | -3% | -6% | -9% | -3% | ?
N#Cc1ccccc1OCCOCCNC1CCCC1
→ 3% | 9% | -2% | -6% | -10% | -1% | -6% | ?
CN(C)C(=O)c1ccc(-c2nc(Nc3ccncc3)c3ccccc3n2)cc1
→ ? | · | -2% | ? | 1% | -3% | -3% | ?
CC(C)C(=O)NC(=S)Nc1ccc(S(=O)(=O)Nc2nccs2)cc1
→ -2% | 0% | 1% | 34%[46 µM] | 0% | -3% | i | 0%
CCOP(=O)(OCC)/C(C#N)=C/c1cc(OC)ccc1OC
→ · | 10% | · | 18%[46 µM] | -5% | -2% | 0% | -1%
CCCC(=O)N(c1ccc2oc(C)c(C(C)=O)c2c1)S(=O)(=O)c1ccc(C)c([N+](=O)[O-])c1
→ -3%[1.84 µM] | 0% | -2% | -12% | -1% | -14% | -13% | 5%

(more compounds)
Fields: SMN2 splice up | L3MBTL1 block | Luc counter | LMNA splice mod | ALDH1A1 inh | Tau fibril ThT | RECQ1 helicase | JMJD2E inh
CC1=C(C(=O)Nc2ccc(C)cc2C)C(c2ccc(C)o2)NC(=S)N1 (configuration not stated)
→ -9% | 1% | 3% | -18% | ? | -2% | -21% | 1%
CC(Sc1nc(NCc2ccccc2)nc(N(C)C)n1)C(=O)Nc1ccccc1 (configuration not stated)
→ -28% | -2% | 1% | 4% | -5% | -7% | -20% | -5%
COc1ccc(-c2nc(-c3ccc(Br)cc3)no2)c(OC)c1
→ 7.1µM* | · | -1% | 9% | 4% | -17% | i | 1%
Cn1ccnc1SCC(=O)c1ccc(O)cc1
→ · | 7% | · | · | ? | -8% | 4% | -1%
COc1ccccc1CNC(=O)c1oc2ccc(S(=O)(=O)N3CCCC3)cc2c1C
→ -16% | -9% | 2% | -3% | ? | 0% | 7% | -6%
CC(C)(C)C1CCC(=NNC(=O)C(=O)NCc2ccco2)CC1 (configuration not stated)
→ -4% | -7% | 1% | 5%[46 µM] | 9% | -7% | 7% | 62%[activator]
CCCC(=O)N1CCN(c2ccc(C(=O)c3ccc(OC)c(Br)c3)cc2F)CC1
→ -44%[inhibitor] | 0% | -2% | -9% | 1% | ? | i | 1%
O=c1ccn(CCOc2ccc(Cl)cc2)c(=O)[nH]1
→ -8% | 37%[activator] | 0% | 2% | 1% | 12% | i | 7%
COc1ccc(CN2CCC(CO)(CCOc3ccccc3)CC2)cc1C
→ · | -10% | · | · | -4% | -13% | -5% | 1%
CCC(CC)c1nnc(NC(=O)CCNC(=O)c2ccccc2Cl)s1
→ 1% | 4% | 4% | 0%[46 µM] | ? | 1% | -11% | -20%
CCN1CCN(CC(O)COc2ccc3c(c2)CCC3)CC1 (configuration not stated)
→ 13% | 9% | 1% | ? | -3% | -4% | -8% | 6%
Clc1ccccc1N=C1NN=C(c2cccs2)CS1
→ 8.9µM* | · | -14% | ? | -10% | ? | -8% | -5%
Cc1ccccc1NC(=O)NCCCN1CCN(C2CCCCC2)CC1
→ 11% | · | 0% | 3% | 1% | -1% | 0% | 9%
CCCC(C)NC(=O)CSCc1ccc(OC)cc1 (configuration not stated)
→ -6% | 1%[11.4 µM] | -1% | · | -8% | -6% | i | 2%
CCn1c(SCC(=O)Nc2sc(C)c(C)c2C#N)nnc1C(C)C
→ 12% | · | 1% | 7% | -4% | -20% | -8% | 5%

Arranged by value in ALDH1A1 inh (high to low): some entries from above
molecule | ALDH1A1 inh
CC(C)(C)C1CCC(=NNC(=O)C(=O)NCc2ccco2)CC1 (configuration not stated) | 9%
CCCC(=O)N1CCN(c2ccc(C(=O)c3ccc(OC)c(Br)c3)cc2F)CC1 | 1%
CCn1c(SCC(=O)Nc2sc(C)c(C)c2C#N)nnc1C(C)C | -4%
CC(Sc1nc(NCc2ccccc2)nc(N(C)C)n1)C(=O)Nc1ccccc1 (configuration not stated) | -5%
CCCC(C)NC(=O)CSCc1ccc(OC)cc1 (configuration not stated) | -8%

Carrying on.
Fields: SMN2 splice up | L3MBTL1 block | Luc counter | LMNA splice mod | ALDH1A1 inh | Tau fibril ThT | RECQ1 helicase | JMJD2E inh
CCOC(=O)CCc1nn(C)c(=O)c2ccccc12
→ -24% | 9% | 2% | ? | -2% | -2% | -10% | 2%
O=C1c2ccccc2C(Nc2cccnc2)N1Cc1ccccc1 (configuration not stated)
→ -12% | · | 16% | -6% | ? | -7% | -13% | 18%
CCOC(=O)c1ccc(NC(=O)Cn2c(-c3nonc3N)nc3ccccc32)cc1
→ 9% | 4% | 2% | · | 7% | 10% | i | 4%
COc1ccc2c(c1)C(SCC(=O)NCc1ccccc1)CC(C)(C)O2 (configuration not stated)
→ -10% | 0% | -2% | 6% | -13% | -17% | i | -5%
CCCNS(=O)(=O)c1ccc(NC(=O)c2ccccn2)cc1
→ 26% | -4% | -15% | ? | 4% | 4% | -1% | 3%
O=C(CC1Sc2ccccc2NC1=O)c1ccc(Br)cc1 (configuration not stated)
→ ? | 3% | 0% | -3% | 11% | -5% | -3% | 0%
Cc1ccc(S(=O)(=O)Nc2ccccc2C(=O)NCc2cccnc2)cc1
→ · | -10% | · | · | ? | -14% | 7% | ?
COC(=O)CNC(=O)c1c(C)cc(=O)oc1C
→ -20% | · | 2% | 5% | 5% | 3% | i | 9%
COc1cccc(OC)c1CC1SC(=O)NC1=O (configuration not stated)
→ -16% | · | 0% | · | 4% | -6% | i | -3%
COc1ccccc1-c1nc(C#N)c(N2CCC(Cc3ccccc3)CC2)o1
→ -25% | ? | 2% | ? | ? | -3% | 0% | ?
COc1ccccc1CNC(=O)C1CCC(CNc2c(N3CCOCC3)c(=O)c2=O)CC1 (configuration not stated)
→ 7% | -4% | 6% | -4% | -3% | -4% | -6% | -8%

A portion of the library. The share of hits here may be higher or lower than overall.
